# RAD54 inh = inhibitors of human RAD54 branch migration, primary screen, biochemical, fluorescence, single point; 0.14% of 360,000 active; RAD54 Holliday junction branch migration, FAM/BHQ fluorescence; AID 602329, 2012; inhibition, % at 10.4 µM; DNA repair and recombination protein RAD54-like (Homo sapiens), Q92698;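 active = mean normalized replicate activity at least 40 and at least half of replicates scoring 40 or more; inconclusive = only one of the two criteria met; inactive = mean below 40 and under half of replicates reaching 40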;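 also: 0% = median of neutral control wells and 100% = median of positive control wells; inhibitors cause a drop in the FAM fluorescence signal; in these data hits start at about 50%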
# Target sequence (Q92698 whole entry, looked up): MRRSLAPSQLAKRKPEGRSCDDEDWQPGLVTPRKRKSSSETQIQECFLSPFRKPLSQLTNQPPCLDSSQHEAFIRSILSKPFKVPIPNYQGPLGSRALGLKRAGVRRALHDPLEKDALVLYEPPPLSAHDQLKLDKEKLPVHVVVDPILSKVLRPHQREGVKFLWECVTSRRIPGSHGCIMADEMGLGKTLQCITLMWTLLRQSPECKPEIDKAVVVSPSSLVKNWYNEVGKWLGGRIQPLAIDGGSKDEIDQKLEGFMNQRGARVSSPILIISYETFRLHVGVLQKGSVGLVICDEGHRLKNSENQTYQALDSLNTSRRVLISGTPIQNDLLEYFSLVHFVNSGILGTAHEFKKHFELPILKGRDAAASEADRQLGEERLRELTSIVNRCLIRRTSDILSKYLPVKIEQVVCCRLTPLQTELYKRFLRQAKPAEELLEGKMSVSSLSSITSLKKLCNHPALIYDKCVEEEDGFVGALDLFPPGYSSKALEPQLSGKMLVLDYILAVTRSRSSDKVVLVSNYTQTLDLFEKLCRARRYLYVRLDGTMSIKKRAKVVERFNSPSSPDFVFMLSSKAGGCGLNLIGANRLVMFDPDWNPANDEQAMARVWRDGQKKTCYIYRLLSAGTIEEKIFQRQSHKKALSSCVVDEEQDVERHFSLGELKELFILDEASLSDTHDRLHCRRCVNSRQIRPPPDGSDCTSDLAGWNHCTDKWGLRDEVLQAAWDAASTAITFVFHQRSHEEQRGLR
# esBAF inh = Bmi1 luciferase reporter increase in mESCs, primary screen, esBAF inhibitor project, mouse ES cells, Bmi1 luciferase knock-in, single point. 24 h; 100% = twice the neutral-well signal. reporter increase, % at 12.5 µM. 2% of 350,000 active. AID 602393, 2012; in the data active = activation above about 40%; inconclusive = no clear call, values can overlap the other calls;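 also: 0% = median of the plate's neutral control wells and 100% = double that signal; a rise in the Bmi1 reporter signal indicates esBAF inhibition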
# * marks the source's active call; other numbers are inactive results; ? = inconclusive; & = joins results of further samples. Some of the compounds tested; rates above refer to the full screens.
SMILES,RAD54 inh,esBAF inh
O=C(CSc1nnc(-c2ccc(F)cc2)o1)Nc1ccc(S(=O)(=O)N2CCCCCC2)cc1,-2,6
CN(CC(=O)Nc1ccc(Cl)c(C(F)(F)F)c1)CC(=O)NC1CCCCC1,6,-12
CCN(Cc1ccccc1)C(c1ccc(C)cc1)c1nnnn1C(C)(C)CC (centres undefined),-3,4
COc1ccc(CC(=O)N2CCN(c3ccccn3)CC2)cc1OC,6,4
COc1ccc2oc(=O)c(C(=O)N3CCN(c4ccc(F)cc4)CC3)cc2c1,4,1
COCCNC(=O)C(C)OC(=O)c1cc2sccc2n1C (centres undefined),-3,11
CCc1ccc(S(=O)(=O)NCc2cn3cccc(C)c3n2)s1,-3,-6
Cc1cc(N2CCOCC2)c2c(N)c(Br)cc(C)c2n1,15,-16
N#Cc1nc(-c2ccc(OCc3ccc(Cl)cc3)cc2)oc1NCCCn1ccnc1,-3,8
CCOc1ccc2nc(NC(=O)c3cnccn3)sc2c1,2,49*
COc1ccc(NC(=O)CCCN2C(=O)CCC2=O)cc1Cl,4,0
CC(C)CCOc1ccc(-c2c(=O)n(OCc3ccc([N+](=O)[O-])cc3)c3ccccc3[n+]2[O-])cc1,-5,8
O=C(NCc1ccc2c(c1)OCO2)c1ccc2c(c1)C(=O)N(Cc1cccnc1)C2=O,2,-1
COc1ccc(CCn2nnc(-c3ccc(NC(C)=O)c(Cl)c3)n2)cc1,-4,-12
O=C(CNc1cccc2ccccc12)N/N=C/C(Br)=C/c1ccccc1,10,-8

# Of the compounds above, two have a thiophene ring, fused or not.
SMILES,RAD54 inh,esBAF inh
COCCNC(=O)C(C)OC(=O)c1cc2sccc2n1C (centres undefined),-3,11
CCc1ccc(S(=O)(=O)NCc2cn3cccc(C)c3n2)s1,-3,-6

# (cont.)
SMILES,RAD54 inh,esBAF inh
COc1ccc(CCNC(=O)c2ccccc2NC(=O)c2ccco2)cc1OC,-8,-1
C=C(C)CSc1nc(N)cc(=O)[nH]1,3,-9
COCCNc1oc(-c2ccc(F)cc2)nc1C#N,7,24
COC(=O)Cn1c(CN2CCN(c3ccc(F)cc3)CC2)nc2c1c(=O)n(C)c(=O)n2C,-8,-6
CCOC(=O)c1c(-c2ccc(C)o2)csc1NC(=O)COC(=O)c1ccc(NC(N)=O)cc1,1,4
COC(=O)c1ccccc1NC(=O)c1cccc(NC(=O)c2ccc(Br)o2)c1C,-10,4
CCN(CC)S(=O)(=O)c1cccc(NC(=O)C2SC(=Nc3ccc(C)cc3C)C(C(=O)NCC3CCCO3)=C2N)c1 (centres undefined),14,9
CC(C)COC(=O)c1ccc(NC(=O)C2C3C=CC(C3)C2C(=O)O)cc1 (centres undefined),2,?
NC(=O)C(c1ccc(Cl)cc1)c1ccc(Sc2ccccc2)nn1 (centres undefined),9,-7
CCOC(=O)/C(=N/Nc1ccc(Cl)cc1)S(=O)(=O)c1ccc(Cl)cc1,1,7
O=C(c1ccco1)N(Cc1ccco1)c1ccc(O)cc1,-2,-6
COc1cc(Cl)ccc1S(=O)(=O)n1nc(C)cc1C,-2,-6
CCSc1nnc(-c2cccnc2)n1Cc1ccco1,-8,-1
CSc1ncccc1C(=O)NNc1cc(Cl)ccc1Cl,4,-5
O=C(NCc1ccccc1)c1c(O)c2cccc3c2n(c1=O)CCC3,-3,2

# An excerpt from above in order of SMILES length, rising.
SMILES,RAD54 inh,esBAF inh
O=C(c1ccco1)N(Cc1ccco1)c1ccc(O)cc1,-2,-6
NC(=O)C(c1ccc(Cl)cc1)c1ccc(Sc2ccccc2)nn1 (centres undefined),9,-7
COC(=O)Cn1c(CN2CCN(c3ccc(F)cc3)CC2)nc2c1c(=O)n(C)c(=O)n2C,-8,-6

# Additional results follow:
SMILES,RAD54 inh,esBAF inh
CC(=O)Nc1ccc(S(=O)(=O)NCC2CCC(C(=O)N3CCCCCC3)CC2)cc1 (centres undefined),1,5
NC1=NC(c2cn(-c3ccccc3)nc2-c2cccs2)n2c(nc3ccccc32)N1 (centres undefined),5,-2
CC(C)CC(=O)Nc1ncnc2c1C(=O)CC(C)(C)C2,-12,18
O=C1N2CCSC2=NC1(Nc1ccccn1)C(F)(F)F (centres undefined),2,-5
COc1ccccc1N1CCN(C(c2ccccc2)c2nnnn2CCc2ccccc2)CC1 (centres undefined),6,8
Cc1nc(CS(=O)(=O)c2ccccc2)cc(N2CCOCC2)n1,7,10
O=C(c1ccccc1)N1CCN(C2CC3CCC2C3)CC1 (centres undefined),8,-2
O=C(c1ccccc1)c1ccc(N2CCOCC2)c(F)c1,2,58*
O=S(=O)(c1ccccc1F)N1CCN(Cc2nc3ccccc3[nH]2)CC1,6,-4
CCOC(=O)Nc1cc(OCC)c(NC(=O)C2CC2)cc1OCC,4,5
CCCOc1ccccc1C(=O)NCCCC(=O)O,-4,-5
COC(=O)C(NC(C)=O)(Nc1nc2ccc(S(C)(=O)=O)cc2s1)C(F)(F)F (centres undefined),-6,-1
CCN1CCN(CC(=O)n2c3c(c4ccccc42)CC(C)CC3)CC1 (centres undefined),-4,-10
Cc1ccc(/C=N/c2sc3c(c2C#N)CCC3)o1,-3,8
Cc1nc(N)nc(-c2ccccc2O)n1,2,-3
CCOC(=O)C1=C(C)N(c2ccc(C)c(C)c2)C(=O)/C1=C\c1ccco1,0,-2
COc1cccc2c1cc1c(=O)n(CC(=O)NCCCN3CCCCC3)nc(C)n12,6,-4
CCN1CCN(c2cc(N3CCN(C(=O)c4ccco4)CC3)c3c4c(onc24)-c2ccccc2C3=O)CC1,19,-31
COC(=O)c1cc2occc2n1CC(=O)Nc1ccc(OC)c(OC)c1OC,4,-1
N#Cc1nc(COc2ccc(-c3ccccc3)cc2)oc1NCc1cccnc1,-1,-14
COc1ccc(N2CCN(C(=O)COc3cccc4ccccc34)CC2)cc1,2,0
CCOC(=O)c1cnc(-n2nc(C)cc2C)nc1N(CC)CC,2,5
CNC(=O)c1nn(-c2ccc(Cl)cc2)ccc1=O,10,-12
Cc1nc(-c2ccccc2)cc(N2CCCC2)n1,-8,-11
COc1ccc(NC(=O)c2ccco2)c(NC(=O)Cc2cccs2)c1,6,-1
CN1C(=O)N(c2ccccc2)C(Nc2nncs2)C1(C)C (centres undefined),-17,3
CC(C)c1nnc(N2C(=O)c3oc4ccccc4c(=O)c3C2c2ccco2)s1 (centres undefined),4,-4
Cc1c(C(=O)Nc2nc(-c3ccccn3)cs2)oc2ccccc12,-6,14
CCCCS(=O)(=O)c1sc2nc3c(cc2c1N)CCCC3,1,22
CN(C)CCOC(=O)C1(c2ccccc2)CCOCC1,0&0,-3&6
CN1C(=O)C(O)(C2COC(C)(C)CC2=O)c2ccccc21 (centres undefined),-14,-8
CCCCn1c(SCC(=O)Nc2ccc3c(c2)OCO3)nc2c1c(=O)n(C)c(=O)n2C,-2,12
C=CC(=O)Nc1cccc(N(C)c2ccnc(Nc3ccc(N4CCN(C)CC4)cc3)n2)c1,82*,-27
Cc1cc(C)n(-c2nnc3n2N=C(c2c[nH]c4ccccc24)CS3)n1,-4,5
CCOC(=O)c1cc(C)sc1NC(=O)c1ccc(Cl)s1,-5,-1
COCCNC(=O)CSc1nc(-c2ccccc2)cs1,-3,37
CSc1cccc(NC(=O)/C=C/c2ccc(Cl)cc2)c1,-20,-9
Cc1cc2c(=O)n(NC(N)=O)c(C)nc2s1,7,-9
O=C(C(c1ccccc1)c1ccccc1)N1CCN(Cc2ccncc2)CC1,0,3
CC(=O)c1sc(NC(=O)CN2C(=O)CCC2=O)nc1C,-2,-7
COc1ccccc1NC(=O)c1ccccc1SC,2,-7
Cc1cc(CC(=O)O)c(C)cc1CC(=O)O,2,-4
CCN(CC(=O)Nc1ccc(NC(C)=O)cc1)C(=O)c1cccc(-n2cccc2)c1,-3,2
COc1ccc(CNC(=O)C2CCCN(S(=O)(=O)c3cc(C)ccc3OC)C2)cc1 (centres undefined),0,0
COc1ccc(CCNC(=O)CSc2nnc(CNC(=O)c3cccs3)o2)cc1OC,-7,-5

# Compound profiles, from the list above. Order of values: RAD54 inh	esBAF inh
# CCOC(=O)c1cc(C)sc1NC(=O)c1ccc(Cl)s1 is entered as -5	-1
# Cc1cc(CC(=O)O)c(C)cc1CC(=O)O is entered as 2	-4
# CC(=O)c1sc(NC(=O)CN2C(=O)CCC2=O)nc1C is entered as -2	-7
# O=C(C(c1ccccc1)c1ccccc1)N1CCN(Cc2ccncc2)CC1 is entered as 0	3
# CN1C(=O)C(O)(C2COC(C)(C)CC2=O)c2ccccc21 (centres undefined) is entered as -14	-8

# The listing continues.
SMILES,RAD54 inh,esBAF inh
CCOC(=O)c1ccc2[nH]c(C)cc(=O)c2c1,10,4
CN(C(=O)COc1nnc(-c2cccs2)c(-c2cccs2)n1)c1ccccc1,-9,-1
CCOC(=O)C1CCN(C(=O)c2ccc(OCC)c(OCC)c2)CC1,-5,-15
O=C(c1ccco1)N1CCN(C(=O)c2snc3ccc(Cl)cc23)CC1,2,-7
CCN(CC)c1ccc(/C=N/NC(=O)OC)c(O)c1,5,27
COc1ccc(NC(=O)Nc2ccc3c(c2)N(C)C(=O)CS3)cc1Cl,-29,0
Cc1c(NC(=O)CSc2nc3ccccc3n2C)c(=O)n(-c2ccccc2)n1C,-17,0
CC1CC2(NC(=O)NC2=O)C(C)CN1C (centres undefined),3,2
Cc1cc2ncn(C3CC(=O)N(Cc4ccccc4)C3=O)c2cc1C (centres undefined),0,14
O=C(Nc1ccc(N2CCOCC2)c(Cl)c1)c1cccc(F)c1,-1,32
CCOC(=O)C1(C(F)(F)F)N=C(N(C)C)OC(N(C)C)=N1,-2,-5
COC(=O)C1CCN(Cc2cc(=O)oc3cc(OC)ccc23)CC1,-12,10
CCOC(=O)N1CCN(c2nc(-c3ccccc3)c3ccccc3n2)CC1,-8,4
Cc1cccc(NS(=O)(=O)Cc2ccccc2)n1,4,4
C=CCn1c(SCC(=O)NC(=O)NCCC)nnc1C1CCCCC1,3,-5
COc1cc(-c2nc(Cc3ccccc3Cl)no2)cc(OC)c1OC,-13,2
COC(=O)c1ccc(OC(=O)c2ccc(OC)c(OC)c2)c(OC)c1,1,2
CCn1c(COc2ccccc2)nnc1SCC(=O)NC1CCCCC1,8,2
Cc1ccc(C)c(S(=O)(=O)N/N=C2/CCCc3ccccc32)c1,-13,-4
CCOC(=O)c1nn(-c2ccc(C)cc2)cc1O,-5,3
O=C(Cn1nnc2ccccc21)NCc1ccccc1,-3,7
CCOc1ccc(C(=O)N2CCN(Cc3ccccc3)CC2)cc1,-9,19
O=C(NC(=S)Nc1nc2c(s1)CSc1ccccc1-2)c1ccccc1,-13,-1
O=C(Cc1coc(-c2ccc(F)cc2)n1)N1CCOCC1,5,0
Cc1csc(NC(=O)CSc2nc(C)cs2)n1,-14,7
OC(COc1ccc(Cl)cc1)CN1C2=NCCCN2c2ccccc21 (centres undefined),8,-4
Cc1ccc(-c2nc3cc(C)ccc3o2)cc1,-3,-61
CC1CCC/C(=N/Nc2ccc([N+](=O)[O-])cc2[N+](=O)[O-])C1 (centres undefined),8,-11
O=C(COc1ccc(S(=O)(=O)N2CCCCC2)cc1)NCc1ccncc1,2,-2
O=C(NCC1CCCO1)c1cc(-c2ccccc2)on1 (centres undefined),-9,44
Cc1ccc(-c2nc3ccccc3o2)cc1NC(=O)Cc1cccs1,0,0
CCCCCN(C(=O)NC(=O)NC(C)CC)S(C)(=O)=O (centres undefined),-4,-4
COCCN1CN(S(=O)(=O)c2ccccc2)c2nc3ccccc3nc21,0,7
COc1cccc(C(=O)Nc2cccc(NC(C)=O)c2)c1,-3,7
O=C(NCC1CCCO1)[C@@H]1CSC2c3ccccc3C(=O)N21 (some centres undefined),3,0
CCNC(=O)NC(=O)C(C)OC(=O)c1cccnc1SC (centres undefined),3,-4
O=C(C1CCCN(S(=O)(=O)c2cccc3nsnc23)C1)N1CCc2ccccc2C1 (centres undefined),-1,7
O=C(c1nc2nc(-c3ccccc3)cc(C(F)(F)F)n2n1)N1CCOCC1,-6,2
COc1cccc(NC(=O)Nc2nnc(-c3ccccc3SCc3ccccc3)s2)c1,12,-3
CCCN1CCN(C2CCCCC2NS(=O)(=O)c2ccc(Cl)cc2)CC1 (centres undefined),-4,-5
Cc1ccc(CNC(=O)CSc2nc3ccccc3c(=O)n2CCCO)cc1,-3,-15
CCO/C=C1\C(=O)N(c2ccccc2)C(=O)c2ccccc21,-9,-15
C=CCNc1nc(NCCN2CCOCC2)nc(OC)n1,0,-6
CCOC(=O)c1oc2ccc(CNC3CCCCC3)c(Cl)c2c1C,6,-4
Cc1ccc(/C=C/C2=NN(Cc3ccccc3)C(=O)CC2)cc1,0,5
CC(=O)c1cccc(NC(=O)Nc2cnn(Cc3ccc(Cl)cc3Cl)c2)c1,2,2
O=C(CCn1cccc1)Nc1ccccc1F,-3,-6
Cc1cccc(C)c1NC(=O)CSc1nnc(CCCCCNC(=O)OC(C)(C)C)o1,-12,1
CC(C)CCn1cnc2c1c(=O)n(C)c(=O)n2C,-4,-2
CC(O)CN1C(=O)C(CC(=O)Nc2ccc(Cl)cc2)SC1=Nc1ccccc1 (centres undefined),-5,-3
CSCCc1nc(SCC(=O)Nc2nnc(C)s2)[nH]c1C,6,-3
N#CC1=C(N)S[C@H](C(=O)C23CC4CC(CC(C4)C2)C3)[C@H]1c1ccncc1,5,-7
O=C(c1ccco1)N1CCN(C(=O)c2cc3sccc3n2Cc2ccccc2)CC1,-7,-20
CC(C)(C)NC(=O)CCn1nc(-c2ccc(Cl)cc2)c2ccccc2c1=O,-1,2
N#Cc1c(-c2ccc3c(c2)OCO3)cc[nH]c1=O,-4,-11
CCn1nc(NC(=O)c2ccco2)c2cc3ccccc3nc21,19,-3
O=C(O)CCN1CCOCC1,-1,-16

# Assay outcomes: PubChem BioAssay, Broad Institute
